High-throughput results from PubChem.
MCL1-BIM inh = MCL1-BIM-BH3 interaction inhibition (human). AID 2057. 320,000 compounds, 0.68% hits. GST-MCL1 / FITC-Bim-BH3 fluorescence polarization. Q07820. inhibition, % at 10.9 µM;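 active = inhibition above the mean inhibition of all tested compounds plus 3 SD, set per campaign, cut at about 40% in these data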;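 note: 0% = DMSO wells and 100% = unlabeled Bim-BH3 peptide control; higher means more loss of mP so more displacement of Bim peptide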
Fam108B counter = counter-screen for RBBP9 inhibitors: inhibitors of mouse Fam108B | recombinant Fam108B, FP-Rh probe fluorescence polarization | inhibition, % at 9.51 µM | 300,000 compounds, 0.33% hits;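 active = inhibition above the screen mean inhibition plus 3 SD, computed separately per campaign, cut at about 18% in these data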;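 note: inhibitors lower polarization as less probe binds the enzyme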
VLA-4 inh = inhibition in a human VLA-4 binding assay | VLA-4 expressing cells, ligand binding flow cytometry | inhibition, % (about 7 µM as worked out from the volumes in the protocol) | 330,000 compounds, 0.2% hits; in the data active = inhibition above about 50%
CIT2-GFP yeast = yeast TOR pathway CIT2-GFP modulation. S. cerevisiae CIT2-GFP strain, flow cytometry, 3 h; 100 means same as DMSO wells. GFP response vs DMSO, % at 10 µM. AID 2029. 320,000 compounds, 0.065% hits;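 active = GFP response relative to DMSO above a set limit, near the screen mean plus 3 SD, cut at about 150% in these data; inconclusive = Fewer than 70 cells measured for a yeast strain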;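 note: ratio of well median GFP fluorescence to mean of DMSO wells on the plate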
Bcl-xL primary = Bcl-xL (human) inhibition. GST-Bcl-xL / FITC-Bim BH3 peptide fluorescence polarization. inhibition, % at 10.9 µM. 320,000 compounds, 0.7% hits. AID 2129;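 active = inhibition above the mean of all tested compounds plus 3 SD, cutoff set per campaign, cut at about 30% in these data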;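 note: 0% = DMSO wells and 100% = unlabeled Bim-BH3 peptide competitor; inhibitors lower millipolarization by displacing the labeled peptide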
MEX-5 binding = C. elegans MEX-5 TCR-2 RNA binding activity; Q9XUB2; 300,000 compounds, 0.38% hits; MEX-5/FITC-TCR2 RNA binding, fluorescence polarization; hits give low values; activity score (negative = inhibition of binding), % at 10 µM;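 active = inhibition past about -25% in most replicates, and total fluorescence under double the plate's negative control median, limit read from the data; inconclusive = replicates evenly split on the limit, or fluorescence at least double controls; inactive = too little inhibition in most replicates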;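 note: 0% = DMSO and -100% = 5 µM competing unlabeled TCR2 RNA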
Target sequence (Q9XUB2 whole entry, looked up): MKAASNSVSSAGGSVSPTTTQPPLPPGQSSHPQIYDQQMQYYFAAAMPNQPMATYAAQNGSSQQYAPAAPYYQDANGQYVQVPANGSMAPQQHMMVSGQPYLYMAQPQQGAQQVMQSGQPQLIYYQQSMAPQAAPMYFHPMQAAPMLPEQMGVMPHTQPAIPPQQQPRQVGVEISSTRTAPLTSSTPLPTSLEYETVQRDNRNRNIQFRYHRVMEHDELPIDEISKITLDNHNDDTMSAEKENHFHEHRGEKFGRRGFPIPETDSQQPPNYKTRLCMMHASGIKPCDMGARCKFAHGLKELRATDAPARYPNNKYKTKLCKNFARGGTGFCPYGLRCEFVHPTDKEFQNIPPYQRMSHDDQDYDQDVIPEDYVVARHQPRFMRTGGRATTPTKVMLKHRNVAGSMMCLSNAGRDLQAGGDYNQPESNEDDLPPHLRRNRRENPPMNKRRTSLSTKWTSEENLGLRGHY
AGP1-GFP MLPCN = yeast TOR pathway AGP1-GFP modulation; 320,000 compounds, 0.02% hits; AID 2066; S. cerevisiae AGP1-GFP multiplex flow cytometry, 3 h; GFP as percent of DMSO wells; GFP response vs DMSO, % at 10 µM;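 active = GFP response relative to DMSO above a set limit, near screen average plus 3 SD, cut at about 150% in these data; inconclusive = fewer than 70 cells counted for the yeast strain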;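 note: median GFP channel fluorescence of the gated AGP1 strain per well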
GLD-1 TGE inh = GLD-1-TGE RNA interaction inhibition (C. elegans) | Q17339 | purified GLD-1 + fluorescein TGE RNA, fluorescence polarization | inhibition, % at 5.96 µM | 320,000 compounds, 0.44% hits | AID 2280;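 active = percent inhibition above a per-plate cutoff, the plate mean of test compounds plus 3 SD, cut at about 30% in these data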;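 note: 0% = DMSO wells with GLD-1 and probe and 100% = wells lacking GLD-1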
Target sequence (Q17339 whole entry, looked up): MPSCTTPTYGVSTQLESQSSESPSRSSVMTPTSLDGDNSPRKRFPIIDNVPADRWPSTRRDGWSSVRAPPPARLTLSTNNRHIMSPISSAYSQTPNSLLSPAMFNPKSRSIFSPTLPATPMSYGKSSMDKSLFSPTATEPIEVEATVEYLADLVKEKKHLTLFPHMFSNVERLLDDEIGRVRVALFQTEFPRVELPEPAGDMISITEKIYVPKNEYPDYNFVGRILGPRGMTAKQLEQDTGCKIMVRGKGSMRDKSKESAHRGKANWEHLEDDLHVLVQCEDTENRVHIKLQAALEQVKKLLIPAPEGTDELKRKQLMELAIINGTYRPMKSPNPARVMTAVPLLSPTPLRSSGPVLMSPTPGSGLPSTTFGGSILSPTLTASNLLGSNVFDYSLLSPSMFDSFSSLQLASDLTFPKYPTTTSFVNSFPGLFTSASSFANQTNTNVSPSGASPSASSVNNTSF
GRK2 inh = human GRK2 inhibition via aptamer displacement. bead flow cytometry, FAM-aptamer displacement from GRK2. inhibition of aptamer binding, % at 10 µM. 330,000 compounds, 0.59% hits;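 active = inhibition of aptamer binding above 40%, roughly 3 SD of noise, on plates passing a quality check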;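 note: median bead fluorescence of bound FAM aptamer so fluorescent compounds give negative values; no value below 0 was filed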
Starred values were filed as active, the others as inactive; ? = inconclusive; . = not tested or not shown; [ ] = remark or other dose. No enrichment for hits (roughly 2.2% active in at least one column).

SMILES	MCL1-BIM inh	Fam108B counter	VLA-4 inh	CIT2-GFP yeast	Bcl-xL primary	MEX-5 binding	AGP1-GFP MLPCN	GLD-1 TGE inh	GRK2 inh
Cc1cc(C)c2c(N)c(C(=O)Nc3cccc(C)c3C)sc2n1	-2	-2	-1	95	2	3.1	94	-3	0
O=C(Nc1ccc(Cl)cc1)Nc1ccon1	11	-1	14	107	2	-2.2	102	2	1
Cc1ccc(Nc2nc(N/N=C/c3c[nH]c4ccccc34)nc(N3CCOCC3)n2)cc1	-6	17	21	96	-1	1.5	93	4	0
O=C(OC1CCOC1=O)c1cc(-c2ccc(Cl)cc2)nc2ccccc12 (centres undefined)	-11	-12	13	98	-7	0.0	97	-2	6
CCN(CC)C(=N)N1c2ccccc2CCC1C (centres undefined)	-1	-1	-7	100	-3	.	102	6	0
Cc1ccc2oc3c(SCc4nc5ccccc5[nH]4)nc(C)nc3c2c1	.	.	-5	77	.	.	93	-3	2
COc1ccc(C(=O)Nc2ccccc2C(=O)NCc2cccnc2)cc1	0	1	-3	106	4	0.2	107	3	7
CCSc1nnc(NC(=O)CCCOc2ccc(C)cc2)s1	12	-1	4	98	-1	3.7	98	3	0
Cc1ccc(S(=O)(=O)N(CC(=O)Nc2ccccc2C(=O)O)c2cccc(Cl)c2C)cc1	11	-4	-3	93	6	-0.7	91	3	0
CCN(CC)c1ccc(C(=O)OCC(=O)NC(C)(C)C)cc1	0	-5	-8	78	2	2.0	104	3	0

The list goes on, overlapping the part above by two compounds.
SMILES	MCL1-BIM inh	Fam108B counter	VLA-4 inh	CIT2-GFP yeast	Bcl-xL primary	MEX-5 binding	AGP1-GFP MLPCN	GLD-1 TGE inh	GRK2 inh
Cc1ccc(S(=O)(=O)N(CC(=O)Nc2ccccc2C(=O)O)c2cccc(Cl)c2C)cc1	11	-4	-3	93	6	-0.7	91	3	0
CCN(CC)c1ccc(C(=O)OCC(=O)NC(C)(C)C)cc1	0	-5	-8	78	2	2.0	104	3	0
O=C(c1cc(-c2ccc(Cl)cc2)nc2ccccc12)N1CCOCC1	2	0	2	90	4	-1.5	92	5	0
C=C(C)C(=O)Nc1cccc(C2=NOC3(C2)C[C@@H](C(N)=O)N(C(=O)c2cc([N+](=O)[O-])cc([N+](=O)[O-])c2C)C3)c1 (some centres undefined)	-9	-4	15	78	-6	-3.6	81	4	2
CCOC(=O)c1ccccc1NC(=O)N[C@@H](C)C(=O)OC	9	-3	-5	94	5	3.7	102	5	0
Cc1cc(Cl)ccc1N1C(=O)CC(SCCC(=O)O)C1=O (centres undefined)	-4	-2	7	104	1	-1.2	96	-5	0
COc1ccccc1S(=O)(=O)Nc1ccc2nc(C)sc2c1	.	.	-10	88	.	.	91	0	0
O=C(CCn1cccc1)Nc1cc(F)ccc1F	-1	-2	-8	98	0	4.1	96	8	0
CCCCNc1c(-c2cccc(-c3ccc(OC)cc3)c2)nc2ccc(C)cn12	29	3	33	82	13	0.3	89	11	0
CCCCSc1nnc2[nH]c(=O)cc(N)n12	5	3	-11	103	5	1.8	105	-4	0
Cc1cc(C)n(CCNC(=O)c2ccc3c(c2)OCO3)n1	2	-3	12	93	-1	0.9	96	-2	1
CC(C)OC(=O)C(C#N)c1nc2ccccc2nc1N1CCN(Cc2ccccc2)CC1 (centres undefined)	6	-1	-6	89	2	-4.4	87	7	0
N#Cc1cn(Cc2ccncc2)c(=O)[nH]c1=O	3	0	2	103	-1	0.1	110	-2	2
CC(C)c1ccc(S(=O)(=O)N2CCN(C(=O)CCNS(=O)(=O)c3ccccc3F)CC2)cc1	1	-1	-1	87	0	-2.9	103	4	0
CCc1nccn1S(=O)(=O)c1ccc2ccccc2c1	6	0	3	96	5	0.7	101	-2	0
CC(C)Oc1ccc(CCC(=O)NNC(=O)c2ccccc2C(=O)O)cc1	-1	-3	33	93	0	1.2	98	3	2
CCC(C)NS(=O)(=O)c1cc2c3c(c1)CCC(=O)N3CCC2 (centres undefined)	-4	2	-1	116	-1	-1.3	114	-5	0
CCCCCCc1cc2cc(C(=O)NCc3ccccc3)c(=N)oc2cc1O	-22	-22	-191	96	-17	-5.2	98	-11	0
CC1CCCCC1NS(=O)(=O)c1ccc(S(=O)(=O)N2CCCC2)cc1 (centres undefined)	9	1	1	?	-2	-1.9	31[may fluoresce violet]	-4	4
Cc1cc(OCC(O)CN)ccc1Cl (centres undefined)	-4	-3	46	117	0	0.8	106	-8	0
CCSc1nnc(NC(=O)c2c(C)noc2C)s1	2	-1	-10	95	2	1.0	100	4	0
C/C(=N\NC(=O)CC(C)C)c1ccc(N2CCCCC2)cc1	6	0	13	111	2	3.1	101	-3	0

Of the compounds above, 4 contain an NH in an aromatic ring.
SMILES	MCL1-BIM inh	Fam108B counter	VLA-4 inh	CIT2-GFP yeast	Bcl-xL primary	MEX-5 binding	AGP1-GFP MLPCN	GLD-1 TGE inh	GRK2 inh
Cc1ccc(Nc2nc(N/N=C/c3c[nH]c4ccccc34)nc(N3CCOCC3)n2)cc1	-6	17	21	96	-1	1.5	93	4	0
Cc1ccc2oc3c(SCc4nc5ccccc5[nH]4)nc(C)nc3c2c1	.	.	-5	77	.	.	93	-3	2
CCCCSc1nnc2[nH]c(=O)cc(N)n12	5	3	-11	103	5	1.8	105	-4	0
N#Cc1cn(Cc2ccncc2)c(=O)[nH]c1=O	3	0	2	103	-1	0.1	110	-2	2

Laid out differently: entries from further up
SMILES | MCL1-BIM inh | Fam108B counter | VLA-4 inh | CIT2-GFP yeast | Bcl-xL primary | MEX-5 binding | AGP1-GFP MLPCN | GLD-1 TGE inh | GRK2 inh
CC(C)c1ccc(S(=O)(=O)N2CCN(C(=O)CCNS(=O)(=O)c3ccccc3F)CC2)cc1 | 1 | -1 | -1 | 87 | 0 | -2.9 | 103 | 4 | 0
CCc1nccn1S(=O)(=O)c1ccc2ccccc2c1 | 6 | 0 | 3 | 96 | 5 | 0.7 | 101 | -2 | 0
CC(C)Oc1ccc(CCC(=O)NNC(=O)c2ccccc2C(=O)O)cc1 | -1 | -3 | 33 | 93 | 0 | 1.2 | 98 | 3 | 2
CCC(C)NS(=O)(=O)c1cc2c3c(c1)CCC(=O)N3CCC2 (centres undefined) | -4 | 2 | -1 | 116 | -1 | -1.3 | 114 | -5 | 0
CCCCCCc1cc2cc(C(=O)NCc3ccccc3)c(=N)oc2cc1O | -22 | -22 | -191 | 96 | -17 | -5.2 | 98 | -11 | 0

Other results follow.
SMILES	MCL1-BIM inh	Fam108B counter	VLA-4 inh	CIT2-GFP yeast	Bcl-xL primary	MEX-5 binding	AGP1-GFP MLPCN	GLD-1 TGE inh	GRK2 inh
Cc1ncoc1C(=O)N1CCc2c([nH]c3ccccc23)C1C1CCCCC1 (centres undefined)	8	4	7	100	13	3.5	101	12	0
FC(F)(F)c1cc(-c2ccccc2)nc(NCc2cccnc2)n1	0	-6	1	80	0	-2.0	90	8	1
O=C(NCCCn1ccnc1)Nc1cccc2ccccc12	3	-2	4	95	-2	.	105	-10	0
COc1ccc(NC(=O)NCc2ccc3c(c2)OCO3)cc1	0	0	3	102	4	-0.9	99	-1	36
CC(C)n1c(=S)[nH]c2cc(C(F)(F)F)ccc21	-19	2	0	106	-29	1.2	107	-8	0
COC(=O)CCC(=O)OC1(C)C(=O)C=C2C=C(C3CC3)N(Cc3ccc4c(c3)OCO4)C=C2C1=O (centres undefined)	9	-1	-2	64	12	-6.2	70	17	11
S=C(NN=C1CCCCCC1)Nc1ccc(Cl)cc1	7	0	14	89	4	-3.7	101	6	1
C[C@]12CCC3c4ccc(OCC(=O)O)cc4CCC3C1CCC2=O (some centres undefined)	7	0	12	78	4	-1.9	78	5	1
O=C(Nc1ccc2c(c1)C(=O)NC2=O)c1ccc(S(=O)(=O)N2CCCC2)cc1	-2	-7	37	96	5	-1.6	101	1	11
CSc1ncccc1C(=O)OCC(=O)NC1CCCCC1	-1	.	-4	96	3	.	100	2	0
Cc1cc2nc(/C(C#N)=C\c3ccc(-c4ccccc4C(=O)O)o3)[nH]c2cc1C	-95	12	-19	114	-35	3.6	104	-46	2
C=CCn1cc(C(=O)N2CCc3ccccc3C2)c(=O)c2cc(S(=O)(=O)N(CC)CC)ccc21	-7	1	-4	100	-1	-2.3	98	0	0
O=C(Nc1ccc(O)cc1)c1cc2ccccc2c(=O)s1	0	7	20	96	4	-0.7	100	0	0
COC(=O)CSc1nnc(C)n1-c1cccc(C#N)c1	-5	0	-1	104	5	-3.0	103	4	0
O=c1nc(N2CCOCC2)ccn1-c1nc(-c2ccccc2)oc1-c1ccccc1	6	7	2	?	6	-0.2	?	2	0
COc1ccc(N2CC(C(=O)Nc3ncccc3C)CC2=O)cc1 (centres undefined)	5	-4	0	84	5	1.3	79	6	0
Cc1onc(-c2ccccc2)c1C(=O)NC(CC(=O)O)c1ccc(OC(C)C)cc1 (centres undefined)	3	-2	4	105	4	-0.9	103	-1	0
CSc1nc(C)cc(OCC#N)n1	2	-1	-6	105	9	0.6	107	5	0
Cc1cccc(C)c1-n1c(C)nn(-c2ncc(C(F)(F)F)cc2Cl)c1=O	4	-1	1	95	4	1.6	94	9	90*
COc1cccc(NC(=O)C2C3C=CC4(O3)C2C(=O)N(CCN2CCCCC2)C4C(=O)NC2CCCCC2C)c1 (centres undefined)	0	2	7	88	0	-0.9	95	1	0
C=CCC(C(=O)c1ccccc1)[N+](C)(C)CC=C (centres undefined)	0	3	11	87	0	4.8	97	-7	0
COCCCNC(=O)CC1C[C@H](C(=O)N2CCCCC2)[C@@]2(CCc3ccccc3)c3[nH]c4ccccc4c3CCN2C1=O (some centres undefined)	.	.	-14	115	.	.	104	2	0
COc1ccc(CNc2ccc(C)c(C)c2)c(OC)c1OC	5	8	-4	103	8	-1.4	97	-3	0
O=C(CN1CCOc2ccccc21)NCc1ccc(F)cc1	6	-2	-1	101	7	-1.3	106	1	2
CCCC(CCC)C(=O)Oc1cc(C)[nH]c(=O)c1[N+](=O)[O-]	-6	-1	15	103	4	2.4	105	5	0
O=C(Nc1ccccc1Cl)N1CCSc2ccccc21	0	6	-2	107	-1	2.3	99	6	0
Clc1ccc(/C=N/NC(=Nc2ccccc2)c2ccccn2)c(Cl)c1	4	0	30	85	0	0.4	85	-1	1
CCCc1cc(=O)oc2cc(C)cc(OC(C)C(=O)NCc3ccncc3)c12 (centres undefined)	0	-1	3	108	3	-2.3	104	5	0
Cc1ccc(NC(=O)CN(C)C(=O)CCCN2C(=O)c3ccccc3C2=O)cc1	-18	0	-8	94	-9	0.5	101	-4	4
Cc1nc(NCCc2ccccc2F)c(C#N)c(C)c1[N+](=O)[O-]	-6	0	6	82	-2	1.9	92	-3	0
CCN(C(=O)COC(=O)c1c(NC(C)=O)sc(C)c1C)C1CCS(=O)(=O)C1 (centres undefined)	-15	-5	9	.	6	0.5	.	5	2
CC1CN(C(=O)c2cc3cc(Cl)ccc3[nH]2)CC(C)O1 (centres undefined)	-7	0	-18	94	-5	0.1	87	-7	0
Cc1ccc(CNC(=O)COC(=O)c2ccc(Br)cc2)cc1	-5	7	16	96	3	0.9	95	-3	0

Look-ups from above.
In MEX-5 binding, `COc1ccc(CNc2ccc(C)c(C)c2)c(OC)c1OC` is entered as -1.4
In GRK2 inh, `CCCc1cc(=O)oc2cc(C)cc(OC(C)C(=O)NCc3ccncc3)c12` (centres undefined) is entered as 0
